# ARNT-TACC3 inh – disrupts binding between human ARNT and TACC3; Q9Y6A5; AlphaScreen His-ARNT PAS-B/GST-TACC3 binding, luminescence; TACC3 fragment carries E629A point mutation; inhibition, % at 9.99 µM; 390,000 compounds, 0.66% hits;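 active = mean inhibition of replicates at least 50% and at least half of replicates each reaching 50%; inconclusive = half or more replicates reach 50% but mean below 50%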;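 also: 0% = complete ARNT plus TACC3 wells and 100% = ARNT alone without TACC3; many hits fall short of the cut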
# Cneo AK release – causes C. neoformans cell lysis | adenylate kinase release luminescence, 4 h; normalised: neutral wells 0, clomiphene wells 100 | lysis activity, % at 15 µM | 360,000 compounds, 0.2% hits | AID 651654;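 active = mean lysis activity across replicates of at least 80%, whatever share of replicates individually reach that level; inactive = mean lysis activity below 80%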
#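 Material: C. neoformans cells; Schedule: 4 h static compound exposure, 37 °C, read 1 h post-reagent; Measured by: adenylate kinase release luminescence; Read-out: signal increase indicating cell lysis; Controls: Clomiphene as positive lysis control.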
# ERp5 inh – ERp5 (human) disulfide isomerase inhibition; Q15084; ERp5 insulin aggregation, absorbance 650 nm, 90 min; inhibition, % at 9.99 µM; 350,000 compounds, 0.05% hits;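 active = mean replicate inhibition above about 25%, with every replicate also reaching it, limit read from the data, passing the limit was not always enough; inconclusive = only one of those two criteria met; inactive = neither criterion met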
# Target sequence (Q15084 whole entry, looked up): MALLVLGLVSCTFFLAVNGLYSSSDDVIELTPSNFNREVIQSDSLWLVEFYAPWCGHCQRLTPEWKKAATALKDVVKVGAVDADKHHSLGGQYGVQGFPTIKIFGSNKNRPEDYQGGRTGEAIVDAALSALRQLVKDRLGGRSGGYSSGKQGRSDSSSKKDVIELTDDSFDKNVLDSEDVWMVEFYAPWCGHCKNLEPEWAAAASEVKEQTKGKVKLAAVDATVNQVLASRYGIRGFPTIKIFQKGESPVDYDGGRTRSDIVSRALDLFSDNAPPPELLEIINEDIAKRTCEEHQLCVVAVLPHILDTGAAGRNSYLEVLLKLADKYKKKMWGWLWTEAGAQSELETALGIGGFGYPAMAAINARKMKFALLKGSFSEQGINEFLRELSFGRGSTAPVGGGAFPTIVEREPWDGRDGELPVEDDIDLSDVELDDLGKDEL
# esBAF inh – inhibitors of esBAF chromatin remodeling in mouse ES cells; AID 602393; 350,000 compounds, 2% hits; reporter increase, % at 12.5 µM; Bmi1-luciferase knock-in reporter, 24 h; 100% = twice the neutral-well signal; in the data active = activation above about 40%; inconclusive = no clear call, values can overlap the other calls;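 also: 0% = median of the plate's neutral control wells and 100% = double that signal; a rise in the Bmi1 reporter signal indicates esBAF inhibition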
# SIRT5 inh – sirtuin-5 (human) deacylase inhibition | Q9NXA8 | Purified SirT5, succinyl-peptide AMC, trypsin-coupled fluorescence | inhibition, % at 15 µM | 330,000 compounds, 1.1% hits; in the data active = inhibition above about 15%; inconclusive = no clear call, values can overlap the other calls
# Target sequence (Q9NXA8 whole entry, looked up): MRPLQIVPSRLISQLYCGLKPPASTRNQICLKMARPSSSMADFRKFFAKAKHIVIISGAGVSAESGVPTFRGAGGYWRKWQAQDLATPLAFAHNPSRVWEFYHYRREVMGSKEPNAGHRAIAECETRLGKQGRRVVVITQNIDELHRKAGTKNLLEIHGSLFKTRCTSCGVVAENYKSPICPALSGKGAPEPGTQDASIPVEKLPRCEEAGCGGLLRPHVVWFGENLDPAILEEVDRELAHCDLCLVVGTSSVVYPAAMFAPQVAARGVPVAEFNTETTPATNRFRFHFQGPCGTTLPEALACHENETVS
# C2C12 statin – suppressors of simvastatin-induced myotoxicity in C2C12 myotubes; 330,000 compounds, 0.78% hits; ATP luminescence, 48 h; scaled: DMSO 0, geranylgeraniol control 100; AID 602340; rescue of ATP level, % at 7.49 µM;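 active = mean ATP rescue above about 67%, or every replicate alone reaching that limit, limit read from the data, passing the limit was not always enough; inconclusive = no clear call, values can overlap the other calls; inactive = mean under the limit and some replicate under it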;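 also: myotubes were challenged with 10 µM simvastatin during compound exposure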
# miR122 inh – blocks miR-122 activity in Huh7 sensor cells; Huh7 miR-122 Renilla luciferase sensor, 48 h; neutral wells = 0, positive control = 100; activation (reporter increase), % at 12.5 µM; 340,000 compounds, 0.3% hits; AID 602342;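 active = mean replicate activation score at least 90 and every replicate individually at or above 90; inconclusive = only one of the two criteria met; inactive = neither criterion met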;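 also: higher luciferase means less miR-122 activity so hits act as miR-122 inhibitors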
# * = called active by the depositor; ? = inconclusive; . = no result given; & = joins results of further samples; [ ] = remark or other dose.
SMILES,ARNT-TACC3 inh,Cneo AK release,ERp5 inh,esBAF inh,SIRT5 inh,C2C12 statin,miR122 inh
Cc1cccc(C)c1NC(=O)CN1C(=O)C2CC=CCC2C1=O (stereo unspecified),1,0,4,-5,6,-10,-3
CCc1ccccc1NC(=S)NCc1cccn1C,-22,3,.,3,.,-39,6
COC(=O)C1CN(C(=O)C(C)Oc2ccc(C)c(C)c2)c2ccccc2O1 (stereo unspecified),-14,-4,5,0,2,11,0
CC(C)Oc1cccc(C(=O)C2CCCN(Cc3ccc4nonc4c3)C2)c1 (stereo unspecified),8,.,1,.,0,.,.
Cn1cnc(S(=O)(=O)N[C@@H]2CC[C@@H](CC(=O)NCC3CC3)O[C@H]2CO)c1,-22,-2,4,-1,-5,5,.
c1ccc(-c2noc(-c3ccco3)n2)nc1,.,1,.,-14,.,-13,-3
Cc1c(Cl)cn2c(=O)cc(CN3CCN(c4ccccc4)CC3)nc2c1Cl,1,1,4,-1,1,4,6
COc1ccc(NC(=O)N(C)C[C@H]2OCCCC[C@@H](C)Oc3ccc(NS(=O)(=O)c4ccc(C)cc4)cc3C(=O)N([C@@H](C)CO)C[C@@H]2C)cc1,7,4,2,4,4,.,-6[16.7 µM]
C=CCc1cc(Cl)ccc1OCCNCCN1CCOCC1,3,.,1,.,-4,.,.
CCc1nc2ccc(C(=O)N(CC)CCN(C)C)cn2c1N(C)CCCc1ccccc1,.,-1,0,1,-1,-18,-3
CCOc1ccc(N2C(=O)CSC2=NC#N)cc1,.,-1,1,-1,-1,4,-5
CC(=O)c1ccc(NC(=O)N[C@@H](Cc2ccccc2)C(=O)O)cc1,-6,4,.,-2,.,-3,-2
CCOC(=O)C1=C(C)N=c2s/c(=C/c3cccc([N+](=O)[O-])c3O)c(=O)n2C1c1cc(OC)c(OC)c(OC)c1 (stereo unspecified),74*,11,1,0,1,-1,.
CCCN(CCC(=O)Nc1cc(OC)cc(OC)c1)CC1CC1,-3,-3,.,15,.,.,3
Cc1ccc(-c2c3c(nc4sc(C(N)=O)c(N)c24)CCCC3)o1,2,-5,-6,-3,0,1,-1
COCc1nnc(NC(=O)CS(=O)(=O)c2ccc(C)cc2)s1,-13,0,4,2,-5,7,-3
CN(C)/C=C/C(=O)/C=C/c1ccc(Cl)cc1,-14,.,-5,.,-3,.,.
O=C(CC1SC(=Nc2ccccc2)N(CCCCO)C1=O)NCc1ccccc1 (stereo unspecified),1,1,.,3,.,21,1
CCc1ccccc1NC(=O)CNCC(=O)Nc1ccccc1CC,-1,0,3,-7,-3,-18,.
CCOc1ccc(C(=O)N2CCN(c3cccc(C)c3C)CC2)cc1,-1,7,.,2,.,0,-2
COc1ccc(C)cc1NC(=O)C(Sc1nnc2ccccn12)c1ccccc1 (stereo unspecified),1,2,.,.,.,.,24
COC(=O)CCCCCCCCC(O)C[N+]1(C)CCOCC1 (stereo unspecified),.,-1,8,.,6,.,2
Cc1ccc(C(=O)NCC(C)(C)O)cc1,-1,5,.,3,.,.,-28
O=C(Cc1ccncc1)NCC[C@@H]1CC[C@H](NC(=O)C2CCCCC2)[C@H](CO)O1,2,0,20,-3,6,3,.
OC[C@@H]1[C@H](c2ccc(-c3ccc(F)cc3)cc2)[C@H]2CN(CCC(F)(F)F)CCCCN12,19,2,-2,.,4,.,-22[16.7 µM]
O=C1c2cccc3cc([N+](=O)[O-])cc(c23)C(=O)N1/N=C/c1ccc(O)cc1O,8,.,5,.,1,.,.
COCC(=O)Nc1nc2n(n1)C(c1ccc(Cl)cc1)CC(c1ccc(OC)cc1)N2 (stereo unspecified),4,0,.,3,.,19,-6
O=C(C[C@@H]1CC[C@H](NC(=O)C2CCOCC2)[C@H](CO)O1)NCc1ccccc1Cl,1,-8,1,-2,1,7,20[16.7 µM]
Cc1cc(C(=O)c2ccc3ccccc3c2)c(C)o1,.,0,-4,.,-1,.,-6
C[C@@H]1CN([C@H](C)CO)C(=O)c2cc(NC(=O)Cc3ccccc3)ccc2O[C@@H](C)CCCCO[C@@H]1CN(C)C(=O)Cc1ccccc1,-5,2,-5,-5,1,-87,6[16.7 µM]
C[C@@H]1CCCCO[C@@H](CN(C)S(=O)(=O)c2cn(C)cn2)[C@@H](C)CN([C@H](C)CO)C(=O)c2cc(NC(=O)Nc3ccc(F)cc3)ccc2O1,-9,12,-5,0,0,.,1[16.7 µM]
Cc1ccccc1N(CC(=O)Nc1ccc(F)cc1)S(C)(=O)=O,10,-1,.,4,.,-6,12
CCN(CC)C(=O)c1ccc(-c2cccs2)s1,-2,.,1,.,-3,.,.
Clc1ccc(CNCc2cccs2)c(Cl)c1,-19,.,9,.,-3,.,.
C=C(C)C1CC=C(C)/C(=N/NC(=O)COc2cccc3ccccc23)C1 (stereo unspecified),3,2,.,9,.,-14,-5
COC(=O)C1=C(C)N(Cc2ccccc2)C(=NCCCOC(C)C)N[C@H]1c1ccccc1,-3,-1,8,-53,-1,-159,-1
C[C@@H]1CCCCO[C@H](CN(C)C)[C@@H](C)CN([C@H](C)CO)C(=O)c2cc(NC(=O)CCC(F)(F)F)ccc2O1,-6,6,-4,1,0,-7,1[16.7 µM]
CN1c2ccc(-c3cccc(C#N)c3)cc2[C@H]2[C@H](CCN2C(=O)Nc2cc(F)ccc2F)[C@H]1CO,-5,2,.,4,.,20,-7[16.7 µM]
Cc1ccc(C(c2nnnn2CC2CCCO2)N2CCN(Cc3ccccc3)CC2)cc1 (stereo unspecified),-3,.,-5,.,-1,.,.
Cc1ccccc1C(=O)NC(=S)NC1CCS(=O)(=O)C1 (stereo unspecified),-1,-1,1,.,-4,.,-2
CCOc1ccc2nc(NC(=O)NC3CCCCC3)sc2c1,1,-4,1,34*,-4,.,.
N#Cc1ccc(-c2cccnc2)nc1SCC(N)=O,.,-1,3,.,-3,.,-4
C#CCN(C[C@@H]1[C@@H](OC(=O)NCC2CCCCC2)[C@@H](OC(=O)NCC2CCCCC2)Cn2c(=O)n(CCCCCC)c(=O)n21)S(=O)(=O)c1ccc(C)cc1,.,0,1,5,1,-10,0
COc1ccccc1NC(=O)CN1CCN(CC(=O)Nc2ccc(F)cc2F)CC1,-4,3,3,?,-8,0,-13
Cc1nc2nc(-c3ccccc3)[nH]n2c(=O)c1C,11,-2,-3,7,12,12,-5
O=[N+]([O-])c1ccc(COc2ccc(CN3CCCCC3)cc2)cc1,0,1,-4,18,-2,-5,-4
CCNC(=O)C1CC(=O)N(Cc2ccc3c(c2)OCO3)C(=Nc2ccc(F)cc2)S1 (stereo unspecified),-7,2,.,6,.,?,0
CCN(CC1CCCN(CCc2cccc(OC)c2)C1)C(=O)c1ccc(COC)o1 (stereo unspecified),1,6,2,-2,0,-2,-5
Cn1c(=O)[nH]c(=O)c2c1nc(N1CCNCC1)n2Cc1ccccc1,15,-2,0,-4,-5,13,0
O=C(Nc1c2c(nn1-c1ccc(F)cc1)CS(=O)(=O)C2)C12CC3CC(CC(C3)C1)C2,2,8,.,0,.,9,-6
O=S(=O)(NC1CC1)c1ccc(S(=O)(=O)N2CCC3(CC2)OCCO3)cc1,-4,.,4,.,0,.,.
COc1ccc(OC)c(NC(=O)C2CCCN(S(=O)(=O)c3cccc4cccnc34)C2)c1 (stereo unspecified),5,3,5,2,.,16,-7
COc1ccc(CN(C)C[C@H]2Oc3ccc(NC(=O)Nc4cccc5ccccc45)cc3C(=O)N([C@@H](C)CO)C[C@H]2C)cc1,1,13,0,0,3,-46,-3[16.7 µM]
Cc1cccc(NC2CNC(=O)NC2=O)c1 (stereo unspecified),0,-2,2,-4,0,6,.
COc1ccc(CC(=O)OCC(=O)NCC2CCCO2)cc1OC (stereo unspecified),-1,4,5,-2,-3,3,.
C[C@H]1CCCCO[C@@H](CN(C)Cc2ccc3c(c2)OCO3)[C@@H](C)CN([C@@H](C)CO)C(=O)c2cc(NS(=O)(=O)c3ccc(Cl)cc3)ccc2O1,17&8,3&-23,-1&-5,-1&0,7&1,.,-7&-6[16.7 µM]
CC(C)(C)OC(=O)N1Cc2ccccc2C[C@H]1C(=O)N1CCC[C@H]1C(=O)O,2,1,3,-5,-3,1,-1
CO[C@H]1CN(C)C(=O)c2cc(NS(=O)(=O)CC(F)(F)F)ccc2OC[C@@H](C)N(CCC(F)(F)F)C[C@H]1C,-2,12,2,-3,1,-2,10[16.7 µM]
O=C(C1CCN(c2nc(-c3ccccc3)nc3c2CCC3)CC1)N1CCC(O)CC1,4,-6,-6,-5,2,1,-3
CC1CCN(S(=O)(=O)c2cccc(C(=O)NCc3cccs3)c2)CC1,5,5,.,-8,.,-7,8

# Compound profiles, as listed above. Order of values: ARNT-TACC3 inh	Cneo AK release	ERp5 inh	esBAF inh	SIRT5 inh	C2C12 statin	miR122 inh
# COc1ccccc1NC(=O)CN1CCN(CC(=O)Nc2ccc(F)cc2F)CC1 reads -4	3	3	?	-8	0	-13
# O=C(C1CCN(c2nc(-c3ccccc3)nc3c2CCC3)CC1)N1CCC(O)CC1 reads 4	-6	-6	-5	2	1	-3
# O=S(=O)(NC1CC1)c1ccc(S(=O)(=O)N2CCC3(CC2)OCCO3)cc1 reads -4	.	4	.	0	.	.
# CO[C@H]1CN(C)C(=O)c2cc(NS(=O)(=O)CC(F)(F)F)ccc2OC[C@@H](C)N(CCC(F)(F)F)C[C@H]1C reads -2	12	2	-3	1	-2	10[16.7 µM]
# Cn1c(=O)[nH]c(=O)c2c1nc(N1CCNCC1)n2Cc1ccccc1 reads 15	-2	0	-4	-5	13	0

# The list continues.
SMILES,ARNT-TACC3 inh,Cneo AK release,ERp5 inh,esBAF inh,SIRT5 inh,C2C12 statin,miR122 inh
Cc1ccc(C)c(N2CCN(c3ccc([N+](=O)[O-])cn3)CC2)c1,-2,0,-1,-5,0,-9,4
CC(C)(C)S(=O)(=O)c1cnc2c(-c3ccsc3)cnn2c1N,-3,.,4,.,0,.,.
O=[N+]([O-])c1ccc(/C=C/C2=NN(c3ccccc3)C(c3ccco3)C2)cc1 (stereo unspecified),-2,0,.,16,.,10,-10
O=c1oc(-c2ccccc2)c(-c2ccccc2)c2ccccc12,0,-1,6,-5,.,-4,-4
C[C@@H]1CN([C@H](C)CO)C(=O)Cc2cc(NS(C)(=O)=O)ccc2O[C@@H]1CN(C)Cc1ccccc1,-3,-2,-1,-6,-2,21,1[16.7 µM]
COc1ccc(NC(=O)Nc2ccc3c(c2)C(=O)N([C@H](C)CO)C[C@H](C)[C@@H](CN(C)Cc2ccc(Oc4ccccc4)cc2)O3)cc1,12,39,-4,-3,1,16,2[16.7 µM]
CCOC(=O)c1[nH]c2ccc(F)cc2c1NC(=O)CCN1CCSCC1,-1,4,.,2,.,60,-4
C[C@H]1CN(Cc2ccccc2)C(=O)[C@@H]1CC(=O)Nc1ccccc1,.,.,2,-2,0,7,6
O=C(CSc1ccc2c(c1)OCCO2)Nc1cccc(S(=O)(=O)N2CCCCC2)c1,-1,-2,.,-6,.,-3,2
COc1cccc(C(=O)Nc2ccc3c(c2)C(=O)N(C)[C@H]2CC[C@@H](CC(=O)NCc4ccc(F)cc4)O[C@@H]2CO3)c1,-2,0,.,7,.,10,10[16.7 µM]
O=C(CN1c2ccccc2Sc2ccccc21)NNC(=S)Nc1ccc(Cl)cc1Cl,5,.,.,-14,.,-26,39
COc1ccccc1C/C(N)=N/OC(=O)COc1cccc(C)c1C,-7,5,4,-4,-1,2,-6
CCOC(=O)COc1cc(OCC(=O)OCC)c2c(=O)cc(-c3ccccc3)oc2c1,2,0,.,11,.,9,.
NC(=O)Cn1cc(/C=N\NS(=O)(=O)c2ccc(F)cc2)c2ccccc21,3,-1,-1,-6,1,5,135*
CCOC(=O)c1sc(=S)n(-c2ccccc2)c1C,.,-1,-10,.,-5,.,-4
CCCCCC(C)n1[nH]c(=O)cc1N (stereo unspecified),-3,2,1,-9,1,5,.
Cc1cccc(NC(=S)N(C)Cc2cn(C)c3ccccc23)c1,-7,2,-2,.,-1,.,6
O=C(NCC1CCCO1)c1cc(S(=O)(=O)N2CCCC2)c(Cl)cc1Cl (stereo unspecified),.,2,5,4,0,3,6

# Screening results as filed in PubChem BioAssay.
